PolyA inhibitor: blocks polyadenylation in yeast reporter cells | S. cerevisiae SKY197-pL101 polyadenylation reporter, beta-gal luminescence; efflux-impaired pdr1/pdr3 knockout yeast; score 100 = 6 SD above DMSO | calls only at 12 µM | 300,000 tested, 0.02% active;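 active = lowest replicate activity score at least 50, where 100 means six control SD above control mean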;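 note: yeast exposed to compound for 9 h at 30 °C; higher score means more reporter readthrough which indicates perturbed polyadenylation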
KCNQ1 pot: potentiators or activators of human KCNQ1 potassium channel | P51787 | CHO-K1 KCNQ1, thallium flux FluxOR fluorescence; active compounds read high | B-score at 10 µM | 310,000 tested, 0.35% active;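 active = fluorescence ratio B-score, a plate-corrected score, at least three library SD, with initial intensity B-score within 5 SD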
Target sequence (P51787 whole entry, looked up): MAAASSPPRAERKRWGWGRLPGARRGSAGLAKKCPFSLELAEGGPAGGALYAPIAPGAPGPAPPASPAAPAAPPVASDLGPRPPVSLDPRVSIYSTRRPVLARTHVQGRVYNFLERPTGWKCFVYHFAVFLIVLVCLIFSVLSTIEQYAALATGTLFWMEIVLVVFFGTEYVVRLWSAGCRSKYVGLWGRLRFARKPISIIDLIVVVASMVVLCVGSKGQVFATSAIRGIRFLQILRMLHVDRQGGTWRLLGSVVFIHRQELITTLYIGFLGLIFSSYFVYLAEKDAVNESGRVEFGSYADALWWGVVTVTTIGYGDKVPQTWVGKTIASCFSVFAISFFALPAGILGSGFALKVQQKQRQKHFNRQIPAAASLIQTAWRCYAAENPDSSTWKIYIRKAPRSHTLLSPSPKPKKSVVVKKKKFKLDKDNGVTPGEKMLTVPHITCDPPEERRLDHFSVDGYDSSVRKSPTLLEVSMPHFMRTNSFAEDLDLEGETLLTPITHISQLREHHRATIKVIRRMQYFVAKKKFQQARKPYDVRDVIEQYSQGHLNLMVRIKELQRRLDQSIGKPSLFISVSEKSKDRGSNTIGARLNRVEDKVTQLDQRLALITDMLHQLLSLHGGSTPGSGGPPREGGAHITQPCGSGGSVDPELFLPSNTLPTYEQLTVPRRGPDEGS
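Material: CHO-K1 cells stably expressing KCNQ1. Medium: assay buffer for compound exposure, DMSO matched across wells. Reagent: K+/Tl+ depolarizing stimulus. Compound dosing: single-concentration screen. Times: 37 °C overnight plating, 90-min dark dye load, 20-min compound pretreatment. Technique: FluxOR Tl+ flux fluorescence.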
Dyrk1A ADPGlo: blocks rat Dyrk1A kinase activity; 310,000 tested, 0.43% active; inhibition, % at 12.5 µM; Q63470; ADP-Glo luminescence, NFATc1 peptide; AID 504441; in the data active = inhibition above about 50%;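 note: plate controls were vehicle with enzyme for no effect and no enzyme for full effect; many of its hits are not listed in these tables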
TRPC4 inh: inhibitors of mouse TRPC4 channel; B-score at 10 µM; 300,000 tested, 0.39% active; HEK293 TRPC4beta/mu-opioid, DAMGO-evoked Fluo4 calcium flux; active compounds read low; AID 2247;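 active = B-score over 3 SD under the library average, no early fluorescence shift, positive overall ratio signal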
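Assay system: HEK293 cells with stable TRPC4beta plus mu-opioid receptor expression. Dosing: single dose. Measured by: Fluo4 Ca2+ flux fluorescence. Also added: DAMGO in two steps, submaximal then maximal. Read-out: B score from integrated Fluo4 fluorescence ratio.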
KCNK3 inh: human KCNK3 channel inhibition, primary screen | 340,000 tested, 0.84% active | CHO-KCNK3 thallium flux, FluxOR fluorescence; active compounds read low | O14649 | B-score at 10 µM | AID 602410;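 active = B-score under library mean minus 4 SD, starting fluorescence ratio at most library mean plus 5 SD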;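 note: more negative B-score means stronger inhibition of thallium flux through KCNK3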
Target sequence (O14649 whole entry, looked up): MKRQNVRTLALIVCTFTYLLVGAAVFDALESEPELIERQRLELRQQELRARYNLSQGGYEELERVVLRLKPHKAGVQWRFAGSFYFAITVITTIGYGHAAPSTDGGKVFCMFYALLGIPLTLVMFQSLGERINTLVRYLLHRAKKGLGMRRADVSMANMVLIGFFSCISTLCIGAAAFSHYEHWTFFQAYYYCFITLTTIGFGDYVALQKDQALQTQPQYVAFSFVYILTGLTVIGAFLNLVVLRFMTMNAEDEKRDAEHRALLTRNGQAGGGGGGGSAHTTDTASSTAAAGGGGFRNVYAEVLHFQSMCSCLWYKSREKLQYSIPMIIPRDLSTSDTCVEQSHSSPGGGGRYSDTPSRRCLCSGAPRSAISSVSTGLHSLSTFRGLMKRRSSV
Platelet DG rel: modulates dense granule release in human platelets; inhibition, %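 (compounds screened at 7.5 µM in platelet-rich plasma)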; human platelet-rich plasma, SFLLRN dense granule ATP release, luminescence; AID 1663; 300,000 tested, 0.22% active;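 active = mean replicate score, as percent of positive control, at or above 50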
TRPC4 potent: allosteric potentiators of mouse TRPC4 channel. B-score at 10 µM. HEK293 TRPC4beta/mu-opioid, DAMGO EC20, Fluo-4 Ca2+ flux; active compounds read high. Q9QUQ5. 310,000 tested, 0.42% active;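 active = B-score of calcium response area above 5 SD of library B-scores, with initial fluorescence ratio within 5 SD of library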;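 note: B-score of integrated fluorescence ratio over time as area under calcium response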
KCNQ1 inh: blocks the human KCNQ1 potassium channel; P51787; AID 2642; CHO-K1 KCNQ1, FluxOR thallium flux fluorescence; active compounds read high; 310,000 tested, 1.3% active; B-score at 10 µM;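 active = compounds whose thallium flux B-score, printed positive for inhibition, exceeds three library SD while starting fluorescence stays within three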;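 note: channel opened by potassium depolarization with thallium stimulus after 20 min compound exposure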
hERG protect: shields human hERG channel from block by proarrhythmic agents | Q12809 | CHO-hERG, FluxOR thallium flux, dofetilide IC70 present | activation (rescue from dofetilide block), less the hit threshold, % at 10 µM | 310,000 tested, 0.51% active | AID 1511;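 active = activation above the mean of controls blocked by dofetilide plus 5 SD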;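 note: thallium influx through hERG after potassium depolarization seen as dye fluorescence rise; in these data hits start at about 4.7%; inactives centre near -7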
TRPC4 agonist: TRPC4 (mouse) channel activation. Q9QUQ5. HEK293 TRPC4beta/mu-opioid, Fluo4 calcium fluorescence; active compounds read high. B-score at 10 µM. 310,000 tested, 0.49% active. AID 2237;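 active = B-score above 5 SD of library B-scores, and initial fluorescence ratio not above library mean plus 5 SD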;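 note: positive B-score marks a calcium rise read as TRPC4 activation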
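Assay system: HEK293 cells stably co-expressing mouse TRPC4beta and mu-opioid receptor / Timing: Fluo4 dye loading 45 min at room temperature, 110 s recording / Signal: Fluo4 calcium-sensitive dye fluorescence, kinetic, 1 Hz baseline / Read-out: integrated baseline-normalised fluorescence ratio, converted to per-well B score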
KCNK9 inh: human KCNK9 channel inhibition. Q9NPC2. HEK293 KCNK9, FluxOR thallium flux fluorescence; active compounds read low. B-score at 10 µM. 310,000 tested, 1.2% active;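 active = ratio B-score over 3 SD below the library mean, with starting fluorescence within 5 SD of its mean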;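 note: negative B-score means less thallium flux so channel inhibition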
The depositor's hits bear a star; i = inactive; nt = no result given. Some of the compounds tested (hit frequency here may not be typical).

The line under a structure holds: PolyA inhibitor | KCNQ1 pot | Dyrk1A ADPGlo | TRPC4 inh | KCNK3 inh | Platelet DG rel | TRPC4 potent | KCNQ1 inh | hERG protect | TRPC4 agonist | KCNK9 inh
> Cc1cc(NS(=O)(=O)c2ccc(NC(=O)COc3ccccc3C(C)(C)C)cc2)no1
→ i | i | -6 | i | i | -9 | i | i | -8 | i | i
> C=CCN(C(=O)Nc1ccc(Cl)cc1)C1CC(=O)N(c2ccc(OC)cc2)C1=O (stereo not given)
→ i | i | -1 | i | i | 9 | i | i | -10 | i | i
> CCN(CC)CCC(=O)N1c2ccccc2Sc2ccc(NC(=O)OC)cc21
→ i | i | 3 | i | i | 1 | i | i | -8 | i | i
> O=c1nc(Nc2ccccc2)oc2ccccc12
→ i | i | -9 | i | i | -19 | i | i | -10 | i | i
> COc1ccc(/C=C(/NC(=O)c2ccco2)C(=O)Nc2cccc(C(=O)O)c2)cc1
→ i | i | -4 | i | i | -11 | i | i | -8 | i | i
> CCn1c(SCC(=O)N2CCc3ccccc32)nc2c(c1=O)SC(C)C2 (stereo not given)
→ i | i | nt | i | nt | 2 | i | i | -7 | i | i
> Cc1nc(-c2ccccn2)nc(SCC(=O)N2CCOCC2)c1Cl
→ i | i | 7 | i | i | -12 | i | i | -4 | i | i
> COc1ccc(NC(=O)CCCn2nc(C)c3c(C)n(-c4ccccc4)nc3c2=O)cc1
→ i | i | 2 | i | i | -5 | i | i | -8 | i | i
> Cc1ccn2cc(CNS(=O)(=O)c3cccs3)nc2c1
→ nt | i | -7 | i | i | -2 | i | i | -9 | i | i
> COC(=O)CC1(C(=O)OC)Oc2ccccc2C(=O)N1c1ccc(F)cc1F (stereo not given)
→ i | i | nt | i | i | 16 | i | i | -3 | i | i
> COc1ccc(NC(=O)CSc2nnnn2-c2ccc(OC)cc2)cc1
→ i | i | -3 | i | i | 2 | i | i | -3 | i | i
> CCN1C(=O)c2cccc3c(S(=O)(=O)Nc4c(C)n(C)n(-c5ccccc5)c4=O)ccc1c23
→ i | i | 2 | i | i | -6 | i | i | -4 | i | i
> O=C(NC1CCN(Cc2ccccc2)CC1)c1cccc(S(=O)(=O)Nc2ccc(Br)cc2)c1
→ i | i | 17 | i | i | 17 | i | i | -27 | i | i
> O=C(c1nn2c(C(F)(F)F)cc(-c3ccccc3)nc2c1Cl)N1CCOCC1
→ i | i | 0 | i | i | 9 | i | i | -16 | i | i
> CC1CCC(C(C)C)C(OC(=O)CSc2nc(N)cc(=O)[nH]2)C1 (stereo not given)
→ i | i | -7 | i | i | 0 | i | i | -13 | i | i
> COc1ccc(NC(=O)c2sccc2-n2cccc2)cc1
→ i | i | nt | i | i | 3 | i | i | -10 | i | i
> COCCN(C(=O)CCC(=O)Nc1cc(C)on1)C(C(=O)NC1CCCC1)c1ccccc1C (stereo not given)
→ i | i | -4 | i | i | -2 | i | i | -8 | i | i
> CC(NCc1cccnc1)c1ccccc1 (stereo not given)
→ i | i | -8 | i | i | -3 | i | i | -11 | i | i
> Cc1cc(C)nc(N2CCN(c3nc(C)cc(C)n3)CC2)n1
→ i | i | nt | i | nt | 11 | i | i | -1 | i | i
> O=C(N/C(=C\c1ccc(Br)cc1)C(=O)N1CCOCC1)c1ccccc1Cl
→ i | i | -4 | i | i | -1 | i | i | -1 | i | i
> O=C(CCSc1nc(-c2ccco2)cc(C(F)(F)F)n1)N1CCCc2ccccc21
→ i | i | 4 | i | -9.9* | 4 | i | i | -6 | i | i
> CCN(CC)S(=O)(=O)c1ccc(Cl)c(NC(=O)COc2ccc3c(C)cc(=O)oc3c2)c1
→ i | i | 2 | i | i | 3 | i | i | -6 | i | i
> C=CCNC(=S)NCCCCC1NC(=S)N(CC=C)C1=O (stereo not given)
→ i | i | 5 | i | i | -1 | i | i | -8 | i | i
> Oc1ccc(Nc2ncnc3scc(-c4ccccc4)c23)cc1
→ i | i | 13 | i | i | -1 | i | i | -13 | i | i
> Cc1ccccc1OCC(=O)NNC=O
→ i | i | -5 | i | i | -8 | i | i | -17 | i | i
> COc1cccc(C(=O)NNC(=O)Cc2cccs2)c1
→ i | i | -8 | i | i | 4 | i | i | -3 | i | i
> CCN(CCO)C(=O)C(c1ccccc1)c1ccccc1
→ i | i | 0 | i | i | 3 | i | i | -4 | i | i
> COc1cccc(OC)c1C(=O)Nc1ccc2c(c1)CCCN2S(=O)(=O)c1ccc(C)cc1
→ i | i | 3 | i | i | 0 | i | i | -5 | i | i
> CCN1CCN(c2ccc(S(=O)(=O)N3CCOCC3)cc2NC(=O)c2ccc(Cl)cc2Cl)CC1
→ i | i | 7 | i | i | -3 | i | i | -13 | i | i
> COC(=O)[C@H](CC(C)C)NC(=O)Nc1ccc2c(c1)OCCO2
→ i | i | -1 | i | i | 6 | i | i | -11 | i | i
> O=c1c2[nH]cnc2n(-c2cccc(F)c2)c(=O)n1Cc1ccccc1
→ i | i | -2 | i | i | 1 | i | i | -2 | i | i
> CC(C)CCn1c2ccccc2c2cc(CC(N)=O)ccc21
→ i | i | -8 | i | i | 7 | i | i | -6 | i | i
> CCCCNC(=O)c1onc(CSc2ccccc2F)c1C(=O)O
→ i | i | -10 | i | i | 1 | i | i | -7 | i | i
> COC(=O)/C(C#N)=C/c1c[nH]c2ccccc12
→ i | i | 5 | i | i | -4 | i | i | -7 | i | i
> CC(=O)c1ccc(N(C(=O)c2ccco2)C(C(=O)NC2CCCC2)c2cccs2)cc1 (stereo not given)
→ i | i | 0 | i | i | -22 | i | i | -10 | i | i
> CCCCCNC(=O)C1CC=CCC1C(=O)O (stereo not given)
→ i | i | 17 | i | i | -2 | i | i | -6 | i | i
> Cc1cc(C(=O)CN2CCC(C)CC2)c(C)n1-c1ccc(F)cc1
→ i | i | -1 | i | i | -11 | i | i | -5 | i | i
> O=C1C(=O)N(c2nccs2)C(c2ccccc2)/C1=C(\O)c1ccc2c(c1)OCCO2 (stereo not given)
→ i | i | nt | i | i | -11 | i | i | -7 | i | i
> COc1ccc(CCN(C)C(=O)c2oc3ccccc3c2C)cc1OC
→ i | i | 1 | i | i | 1 | i | i | -13 | i | i
> O=C(Nc1ccc2c(c1)oc1ccccc12)N1CCOCC1
→ i | i | 1 | nt | i | -8 | i | i | -4 | i | i
> Nc1ccc(C(=O)c2ccccc2C(=O)O)cc1Cl
→ i | i | -3 | nt | i | -1 | i | i | -9 | i | i
> Cc1cccc(-c2nc(-c3ccncc3)no2)c1
→ i | i | 8 | i | i | 6 | i | i | -9 | i | i
> Cc1cccc(C)c1NC(=O)Cc1cccs1
→ i | i | -4 | i | i | 5 | i | i | -1 | i | i
> CCC(=O)Nc1ccc(Cl)c(NC(=O)c2ccc(Br)o2)c1
→ i | i | -1 | i | i | 1 | i | i | -4 | i | i
> O=C(CN1C(=O)C2CC=C(Cl)CC2C1=O)N1CCOCC1 (stereo not given)
→ i | i | -3 | i | i | 0 | i | i | -2 | i | i
> CCOC(=O)/C=C1\NC(C)(C)Cc2cc(OC)c(O)cc21
→ i | i | -2 | i | i | 8 | i | i | -6 | i | i
> Cc1ccc(-n2c(SCC(=O)NCc3ccco3)nc3nc4c(cc3c2=O)COC(C)(C)C4)cc1
→ i | i | 15 | i | i | 2 | i | i | -15 | i | i
> COc1ccc(Br)cc1/C=N/n1c(C)nc2ccccc2c1=O
→ i | i | -4 | i | i | 1 | i | i | -6 | i | i
> Cc1ccc(N=C2SCCCN2C(=O)C2=COCCO2)cc1Cl
→ i | i | 3 | i | i | 3 | i | i | -13 | i | i
> Cc1ccccc1OCc1nc(-c2ccc(NC(=O)c3cccs3)cc2)no1
→ i | i | -1 | i | i | 4 | i | i | -3 | i | i
> COC(=O)c1ccc(COc2ccc(C)c(C)c2)o1
→ i | i | -3 | i | i | 2 | i | i | 0 | i | i
> O=C(O)c1cccc(S(=O)(=O)N(Cc2ccccc2)c2ccc(Cl)cc2)c1
→ i | i | -7 | i | i | -5 | i | i | -9 | i | i
> O=C(Cc1ccccc1)Nc1ncccc1Cl
→ i | i | nt | i | i | -8 | i | i | -9 | i | i
> COc1cccc(C(=O)NC2CCNCC2)c1
→ i | i | 7 | i | i | 1 | i | i | -10 | i | i
> Nc1nn2c(C(F)(F)F)cc(=O)[nH]c2c1N=Nc1cccc(F)c1
→ i | i | 23 | i | i | -1 | i | i | -4 | i | i
> Cc1cccn2c(CNCCCn3ncc4ccccc43)c(C(=O)N3CCCCC3)nc12
→ i | i | 2 | i | i | 0 | i | i | -12 | i | i
> CN(C)c1ccc(NS(=O)(=O)c2cc(Cl)ccc2Cl)cc1
→ i | i | 1 | i | i | 4 | i | i | -6 | i | i
> O=C1C2CC=C(Cl)CC2C(=O)N1CC1Cc2ccccc2CO1 (stereo not given)
→ i | i | 5 | i | i | 2 | i | i | -8 | i | i
> CCc1ccc(OCC(=O)NNC(=O)c2cc3ccccc3o2)cc1
→ i | i | -3 | i | i | 15 | i | i | -3 | i | i
> COc1ccc(Cl)cc1NC(=O)[C@@H]1CCCN1C(=O)c1cccs1
→ i | i | 0 | i | i | -3 | i | i | -6 | i | i

Other records follow:
The line under a structure holds: PolyA inhibitor | KCNQ1 pot | Dyrk1A ADPGlo | TRPC4 inh | KCNK3 inh | Platelet DG rel | TRPC4 potent | KCNQ1 inh | hERG protect | TRPC4 agonist | KCNK9 inh
> CCCCCCCCOC(=O)/C=C/c1c(C)[nH]c(=O)[nH]c1=O
→ i | i | -9 | i | i | -7 | i | i | -3 | i | i
> Cc1nnc(N/N=C/c2ccccc2O)n1N
→ i | i | nt | i | i | 7 | i | i | -20 | i | i
> CCc1nn2c(=O)cc(N3CCN(c4cc(C)nc5ccccc45)CC3)nc2s1
→ i | i | nt | i | nt | -2 | i | i | 1 | i | i
> O=C(O)c1cc(-c2cccs2)nn1-c1cccc(Cl)c1
→ i | i | 3 | i | i | 1 | i | i | -2 | i | i
> O=C1c2ccccc2CN1c1ccccc1
→ i | i | 3 | i | i | -5 | i | i | -4 | i | i
> O=C(c1cccs1)N(Cc1cccc(Cl)c1)C1CCS(=O)(=O)C1 (stereo not given)
→ i | i | -2 | i | i | 8 | i | i | -19 | i | i
> CC(C)OC(=O)CSc1nc(Cc2ccccc2)nc2ccccc12
→ i | i | 2 | i | -11* | -4 | i | i | -24 | i | -15*
> CCN(CCCNc1ncnc2nc[nH]c12)c1cccc(C)c1
→ i | i | 13 | i | i | 3 | i | i | -4 | i | i
> COc1cc(NS(=O)(=O)c2ccc(NC(=O)/C(=C/c3ccccc3Cl)NC(=O)c3ccccc3)cc2)nc(OC)n1
→ i | i | -6 | i | i | -31 | i | i | -7 | i | i
